EPAC1 agonist – agonists of human EPAC1. O95398. Potency, µM (highest dose often 154 µM), without a hit: at the highest dose activation, actives largely listed as activators. 0.073% of 360,000 active. EPAC1 agonist qHTS, biochemical assay; response scale: 100% = response to 6.5 mM cAMP; also: potency is read from the fitted curve at half-maximal effect; nearly all actives have a fitted effect of over 60% in size
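Normalized to 6.5 mM cAMP, activity reflects EPAC1-catalysed release of BODIPY-GDP from Rap1B, followed kinetically over 30 min at 480 nm excitation, 540 nm emission. Reaction contained 100 nM EPAC1, 250 nM Rap1B-BODIPY-GDP, 50 uM GDP.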
Abeta rescue – compounds reversing amyloid beta toxicity in yeast. Potency, µM (titrated, usually from 46.1 µM), inactives show at the highest dose growth rescue, actives largely listed as activators. 0.063% of 410,000 active. yeast expressing A-beta42, growth rescue, OD600, 48 h; response scale: 0% DMSO, 100% iron-clioquinol control. AID 1347071; also: potency is read from the fitted curve at half-maximal effect; nearly all actives have a fitted effect of over 55% in size
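Growth rescue measured by 600 nm absorbance after 48 h yeast culture at 30 C with compound. Values normalized between DMSO and an equimolar ferric chloride plus clioquinol control.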
WRN helicase inh – WRN helicase (human) inhibition; 0.46% of 360,000 active; WRN helicase unwinding, fluorescent forked duplex, kinetic; AID 651768; Q14191; Potency, µM (series often up to 114 µM), for inactives: at the top dose activity change, negative = inhibition, usual class: inhibitors; also: potency is read from the fitted curve at half-maximal effect; % is scaled to controls: 0 for no effect and ±100 for the full control effect; nearly all actives have a fitted effect of over 55% in size
Target sequence (Q14191 whole entry, looked up): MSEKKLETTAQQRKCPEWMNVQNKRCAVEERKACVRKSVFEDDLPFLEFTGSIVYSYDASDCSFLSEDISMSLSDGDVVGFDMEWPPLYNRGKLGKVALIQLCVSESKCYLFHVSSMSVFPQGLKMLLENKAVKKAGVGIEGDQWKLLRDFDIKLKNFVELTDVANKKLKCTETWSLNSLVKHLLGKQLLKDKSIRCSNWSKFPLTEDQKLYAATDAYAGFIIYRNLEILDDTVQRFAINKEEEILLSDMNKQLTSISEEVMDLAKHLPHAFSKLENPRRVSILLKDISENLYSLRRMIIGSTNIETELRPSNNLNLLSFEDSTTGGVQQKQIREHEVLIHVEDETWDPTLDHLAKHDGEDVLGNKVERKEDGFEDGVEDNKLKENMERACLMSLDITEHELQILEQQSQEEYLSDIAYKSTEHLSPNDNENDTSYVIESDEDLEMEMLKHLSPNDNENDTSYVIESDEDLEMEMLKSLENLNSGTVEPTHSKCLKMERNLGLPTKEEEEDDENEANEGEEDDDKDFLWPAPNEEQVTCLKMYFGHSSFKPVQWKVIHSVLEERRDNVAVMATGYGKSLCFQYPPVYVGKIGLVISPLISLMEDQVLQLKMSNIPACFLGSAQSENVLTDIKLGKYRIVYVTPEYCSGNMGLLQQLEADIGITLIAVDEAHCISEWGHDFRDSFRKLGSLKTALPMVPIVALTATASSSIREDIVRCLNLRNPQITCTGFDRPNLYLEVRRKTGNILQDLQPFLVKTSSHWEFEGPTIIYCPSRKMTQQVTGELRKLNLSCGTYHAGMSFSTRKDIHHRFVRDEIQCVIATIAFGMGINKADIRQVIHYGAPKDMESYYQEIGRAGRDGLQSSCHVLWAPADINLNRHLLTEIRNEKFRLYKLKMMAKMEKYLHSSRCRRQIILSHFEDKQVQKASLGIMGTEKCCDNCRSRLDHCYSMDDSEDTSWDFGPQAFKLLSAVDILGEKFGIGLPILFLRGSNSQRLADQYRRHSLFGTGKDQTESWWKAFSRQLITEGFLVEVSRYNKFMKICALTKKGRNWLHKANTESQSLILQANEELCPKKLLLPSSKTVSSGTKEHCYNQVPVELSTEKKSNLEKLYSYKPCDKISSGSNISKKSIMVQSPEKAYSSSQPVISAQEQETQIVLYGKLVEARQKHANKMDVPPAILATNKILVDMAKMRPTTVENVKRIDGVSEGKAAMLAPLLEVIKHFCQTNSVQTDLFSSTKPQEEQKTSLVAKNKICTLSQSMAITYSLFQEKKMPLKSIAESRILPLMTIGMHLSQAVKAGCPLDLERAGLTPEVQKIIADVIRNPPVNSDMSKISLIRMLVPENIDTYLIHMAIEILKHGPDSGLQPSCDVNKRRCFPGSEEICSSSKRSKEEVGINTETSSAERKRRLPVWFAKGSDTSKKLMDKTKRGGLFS
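Kinetic fluorescence helicase assay: unwinding of a quenched forked DNA duplex (100 nM final) with 2 mM ATP final raises red fluorescence (525/598 nm). Compounds sat 15 min at room temperature with 20 nM WRN beforehand.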
IL2 activator – activators of IL-2 | 0.065% of 360,000 active | activation, % (series mostly up to about 46 µM) | IL-2 activation reporter assay, cell-based qHTS; stimulated with anti-CD3/CD4/CD28 beads; in transgenic mouse T cells | AID 652025; in the data active = activation above about 50%; inconclusive = mostly about 30% to 49%; also: 0% is about no effect
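Readout is EGFP and DsRed signal by fluorescent plate cytometry after 18 h at 37 degrees C. Transgenic mouse T cells (750/well) received compound for 60 min before bead stimulation (anti-CD3, anti-CD4, anti-CD28); memory T cells served as non-tolerant control.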
PI5P4K alpha inh – inhibitors of human PI5P4K alpha; P48426; PI5P4Kalpha enzyme, ADP-Glo luminescence, 60 min; active compounds read low; max response, %; 1.2% of 330,000 active; AID 652105; active = max response of -50% or lower; inconclusive = between -30% and -50%; inactive = -30% or higher; also: value at the top dose of about 77 µM; % is scaled to controls: 0 for no effect and ±100 for the full control effect
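Human PI5P4Kalpha with substrate in 0.038 M HEPES pH 7.4, 0.28 mM EGTA, 0.1% CHAPS, 5% DMSO; reaction started with 5 microM ATP (final), 60 min at room temperature. ADP formed read by ADP-Glo luminescence.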
EPAC1 antag – EPAC1 (human) antagonism. EPAC1 GEF assay, Rap1b-BODIPY-GDP exchange fluorescence. Potency, µM (highest dose often 115 µM), inactives show at the top dose activity change, negative = inhibition, usual class: inhibitors. 0.14% of 360,000 active. AID 720709;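 also: potency is read from the fitted curve at half-maximal effect; plate controls were vehicle for no effect and positive control for full effect; nearly all actives have a fitted effect of over 50% in size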
PLK1 PBD block – PLK1 (human) polo-box domain binding inhibition. Plk1 PBD binding of FITC phosphopeptide, fluorescence polarization. Potency, µM, for the others: max response, negative = inhibition, usual class: inhibitors. 2.8% of 360,000 active; also: potency is read from the fitted curve at half-maximal effect; series mostly up to about 57 µM; % is scaled to controls: 0 for no effect and ±100 for the full control effect; nearly all actives have a fitted effect of over 65% in size
FUS yeast rescue – FUS proteinopathy suppression in yeast. S. cerevisiae FUS-expressing, growth rescue, OD600, 24 h. Potency, µM (series often up to 76.6 µM), for the others: at the highest dose growth rescue (activation), usual class: activators. 0.24% of 390,000 active. AID 1347120;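 also: potency is read from the fitted curve at half-maximal effect; plate controls were DMSO vehicle for no effect and reference control for full effect; nearly all actives have a fitted effect of over 55% in size; some results filed as inactive show a strong effect at the top dose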
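Absorbance at 600 nm, taken 24hr after compound addition, measured rescue of FUS-yeast growth at 30C. Induction used 2% galactose with seeding at OD 0.005. Controls: CP55940 from 92uM final, DMSO only.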
aSyn yeast inh – rescues yeast growth from alpha-synuclein toxicity; Yeast expressing alpha-synuclein, growth rescue, BacTiter-Glo, 24 h; 0.14% of 370,000 active; Potency, µM (top dose mostly 46.1 µM), inactives show at the highest dose growth rescue (activation), most hits filed as activators; also: potency is read from the fitted curve at half-maximal effect; % of control where 0% means no effect; nearly all actives have a fitted effect of over 65% in size
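Readout is rescue of growth in alpha-synuclein-expressing yeast, so inhibitors of toxicity appear as activators. Growth after 24 hr at 30 deg C in galactose medium is quantified by luminescence.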
Starred values were filed as active, the others as inactive; ? = inconclusive; / = not tested or not shown; & = joins results of further samples; [ ] = dose if it differs, or a comment. Unless noted, calls follow the shape of the dose curve; as a rule, active = well fitted curve in the direction sought with a large enough effect; inconclusive = small, poorly fitted or top-dose-only effect, or another doubt; inactive = no such curve, though single readings can be large; an effect the other way counts as inactive or inconclusive.

SMILES	EPAC1 agonist	Abeta rescue	WRN helicase inh	IL2 activator	PI5P4K alpha inh	EPAC1 antag	PLK1 PBD block	FUS yeast rescue	aSyn yeast inh
COc1cc(C)ccc1OC(C)C(=O)Nc1ccc(N2CCCCC2)cc1 (stereo not drawn)	1%	31%	-29%	-0.3	-3	-20%	-6%	12%	1%
O=C(NC1CCCC1)c1cccc(NC(=O)c2ccco2)c1	-2%	-1%	-16%	-0.3	0	14%	4%	8%	/
CN(C(=O)CN1C(=O)S/C(=C\c2ccc(Cl)cc2)C1=O)C1CCS(=O)(=O)C1 (stereo not drawn)	-8%	10%	-9%	-2.6	-1	-20%	?	3%	-2%
CN(C(=O)c1cccc(NC(=O)Cc2ccc(NC(=O)C3CCCN(C(=O)C4CC4)C3)cc2)c1)C1CCCCC1 (stereo not drawn)	-13%	6%	2%	-0.3	-6	2%	-13%	11%	1%
O=C(c1ccccc1Cl)N1CCSCC1	4%	-8%	-6%	-3.5	0	12%	-6%	6%	3%
Cn1cc(Br)c(C(=O)NC(=S)N2CCN(c3ccccn3)CC2)n1	-2%	-7%	0%	-3.3	-2	-3%	-8%	31%	-5%
CCCCN(CCCC)S(=O)(=O)c1ccc(NC(=O)Cc2cccs2)cc1	-12%	20%	-5%[11.6 µM]	1.1	/	?	2%	48%	16%
Cn1cccc1C1C=C(c2ccc(C(C)(C)C)cc2)Nc2ncnn21 (stereo not drawn)	-8%	-2%	3%	2.2	-3	?	-18%	26%	-3%
Cc1nc(CNS(=O)(=O)c2cc(F)ccc2F)cs1	16%	11%	-7%	1.6	/	7%	-6%	6%	-7%
Cc1cccc(C)c1OCC(=O)Nc1ccc2c(c1)OCCO2	-2%	-6%	1%	-0.9	4	10%	0%	15%	0%
COCCN(C(=O)c1ccco1)c1nnc(-c2ccc(F)cc2)s1	-1%	-4%	17%	-0.2	6	-16%	-21%	?	-8%
COC(=O)C1=C(C(=O)OC)[C@@H]2Nc3ccccc3[C@@]23C[C@@H](C(=O)OC)N(C(=O)COCc2ccccc2)C3=N1	-6%	-1%	-2%	-2.6	3	-9%	2%	37%	0%
COC(=O)c1ccc2c(=O)n(CCCCCC(=O)N3CCN(c4ccc(F)cc4)CC3)c(=O)[nH]c2c1	-1%	27%	4%	-1.3	-1	-3%	-4%	-2%	-17%
Cc1ccc(C(=O)Nc2ccncc2)c(C)c1	6%	11%	10%	0.0	3	-8%	-23%	8%	-12%
CN(CCC#N)CC(=O)Nc1ccc(NC(=O)CN(C)CCC#N)cc1	-7%	22%	1%	-3.4	/	18%	0%	16%	-2%
CC1(C)CC2CC(C)(CN2C(=O)c2cc(-c3ccc(O)cc3)on2)C1 (stereo not drawn)	13%	2%	-9%	-3.1	19	-27%	-2%	40%	3%
COc1ccc(N2CC(C(=O)N3CCC(c4nc5ccccc5[nH]4)CC3)CC2=O)cc1 (stereo not drawn)	-1%	9%	-4%	-3.5	-10	1%	-9%	13%	-2%
Cc1cc(C)nc(SCc2cc(=O)c(OC(=O)c3ccc(Br)o3)co2)n1	14%	6%	-18%[57.1 µM]	1.7	1	10%	?	20%	25%
FC(F)(F)Oc1ccc(NC(=S)Nc2ccccc2N2CCOCC2)cc1	11%	?	-12%	-0.2	-1	-8%	-16%	12%	-2%
O=C1NC[C@@H](CCCCN2CCN(CCc3ccccc3)C(=O)C2=O)N(CC2CCCCC2)C1=O	-7%	-11%	-1%	1.4	-4	-2%	-3%	-2%	-15%
CN(C(=O)c1ccc(NC(=O)Cc2cccc(NC(=O)C3CCN(C(=O)c4ccccc4)CC3)c2)cc1)C1CC1	-10%	0%	3%	2.1	5	-3%	-14%	7%	-1%
Cc1cc(NC(=O)c2cn(C3CCCCC3)c(=O)c3c2c2ccccc2n3C)no1	-10%	-16%	-5%	-1.8	-3	3%	1%	22%	4%
CCCN(CC(=O)Nc1ccc(F)c(F)c1F)C(=O)Cn1c(=O)cnc2ccccc21	3%	4%	2%	-2.2	7	7%	-4%	4%	1%
COc1cc(OC)c2cc(C(=O)N/N=C/c3ccccc3O)[nH]c2c1	2%	-19%	-9%	-0.5	-3	-14%	-10%	6%	0%
COc1cc(OC)c(N(C)C(=O)c2cn(C)c(=O)c3cc(OC)c(OC)cc23)cc1Cl	7%	-23%&-19%	3%	-0.1	4	10%	-18%	-1%&24%	-2%
COc1cc(-c2c(-c3ccsc3)sc3ccccc23)cc(OC)c1OC	21%	-11%	-7%	-0.7	18	8%	-5%	26%	-3%
O=C(NCc1ccccc1)C1=C[C@@H](C2CC2)C[C@@H](OCc2ccc(CO)cc2)O1	-9%	-3%	-4%	-0.8	-1	-8%	-10%	14%	-3%
COc1ccc(C(=O)OCC(=O)Nc2nc3c(F)c(F)c(F)cc3s2)cc1OC	3%	15%	-1%	-0.1	-11	12%	-1%	-13%	-1%
COc1ccc(CN2C(=O)CCC2(C)C(=O)NC2CCCCCC2)cc1 (stereo not drawn)	4%	22%	4%	-0.2	/	6%	1%	13%	12%
CN(C)c1ccc(/C=C2/NC(=O)NC2=O)cc1	2%	-9%	6%	2.4	-5	-9%	8%	-23%	-1%
CC(=O)N1c2ccc(S(=O)(=O)N3CCC(C(=O)N4CCC(C)CC4)CC3)cc2CC1C (stereo not drawn)	-7%	0%	-2%[57.1 µM]	-4.9	-2	-2%	-4%	22%	-3%
Cc1c(NC(=O)c2cc3ccccc3oc2=O)c(=O)n(-c2ccccc2)n1C	10%	-14%	-3%	-2.4	/	2%	-8%	-12%	-3%
CCCCC(=O)Nc1ccc(NC(=S)NC(=O)CCCCl)cc1OC	-10%	3%	-24%[57.1 µM]	-0.2	2	30%[activator]	-12%	28%	0%
CCOC(=O)c1c(NC(=O)COC(=O)CNC(=O)c2ccc(Cl)cc2Cl)sc(C(=O)N(C)C)c1C	-10%	-7%	-18%	0.1	4	-13%	1%	24%	4%
CCn1nc(C)cc1C(=O)N1CCCC(N2CCN(c3ccccc3OC)CC2)C1 (stereo not drawn)	-7%	9%	-24%	-2.0	5	16%	-6%	8%	0%
COc1ccc(S(=O)(=O)N(CC(=O)NCC2CCCO2)c2ccc(F)cc2)cc1OC (stereo not drawn)	8%	12%	-9%	0.6	3	-8%	-13%	?	-9%
COc1ccc(NC(=O)/C(C#N)=C\c2cc(C)n(-c3ccc4c(c3)OCO4)c2C)cc1	7%	4%	-13%	11	-5	17%	-6%	-4%	0%
Cc1ccc(C(=O)COC(=O)CCN2C(=O)C3C4CCC(C4)C3C2=O)cc1[N+](=O)[O-] (stereo not drawn)	-5%	-8%	3%	-1.7	0	-20%	-10%	4%	2%
CC(=O)N1CC(C)Oc2ccc(S(=O)(=O)NC(CC(=O)O)c3ccccc3)cc21 (stereo not drawn)	12%	-1%	0%[57.1 µM]	-2.0	3	-1%	-15%	9%	-6%
C=CCNC(=O)/C(=C\C=C\c1ccccc1)NC(=O)c1ccccc1Cl	6%	-12%	-1%[57.1 µM]	-4.3	3	6%	0%	1%	1%

An excerpt from above, reduced to EPAC1 antag, IL2 activator and FUS yeast rescue.
| Compound | EPAC1 antag | IL2 activator | FUS yeast rescue |
| --- | --- | --- | --- |
| COc1cc(OC)c2cc(C(=O)N/N=C/c3ccccc3O)[nH]c2c1 | -14% | -0.5 | 6% |
| COc1ccc(C(=O)OCC(=O)Nc2nc3c(F)c(F)c(F)cc3s2)cc1OC | 12% | -0.1 | -13% |
| COC(=O)C1=C(C(=O)OC)[C@@H]2Nc3ccccc3[C@@]23C[C@@H](C(=O)OC)N(C(=O)COCc2ccccc2)C3=N1 | -9% | -2.6 | 37% |

(next part)
SMILES	EPAC1 agonist	Abeta rescue	WRN helicase inh	IL2 activator	PI5P4K alpha inh	EPAC1 antag	PLK1 PBD block	FUS yeast rescue	aSyn yeast inh
CC(C)(C)[C@H]1C=C(C(=O)NCc2nc3ccccc3[nH]2)O[C@@H](OCc2ccc(CO)cc2)C1	-17%	-2%	0%	0.1	0	-4%	0%	3%	-3%
CCn1c(=O)cc(OCC(=O)Nc2ccccc2C#N)c2ccccc21	-12%	-15%	3%	-2.3	-2	6%	0%	-19%	-2%
COc1ccc(OC)c(/C=N/n2c(-c3n[nH]c4c3CCC4)n[nH]c2=S)c1	3%	-10%	-12%	-1.8	3	-6%	-18%	4%	0%
COc1ccc(OC)c(CCNC(=O)c2ccc(NC3=NC4CS(=O)(=O)CC4S3)cc2)c1 (stereo not drawn)	4%	-1%	-5%	-0.8	-5	-12%	-4%	16%	-4%
NC(=O)CSc1oc(-c2ccco2)nc1S(=O)(=O)c1ccc(Br)cc1	3%	-12%&-8%	-7%	-3.5	-25	-14%	-25%	15%&27%	2%
O=C(NCCN1C(=O)S/C(=C\c2ccc(OC(F)F)cc2)C1=O)[C@@H]1CCCN1C(=O)c1cccs1	11%	2%	-1%	-1.6	11	9%	-14%	22%	-1%
COc1ccc(CNC(=O)CN(C(=O)c2csnn2)c2ccc(F)cc2)cc1	6%	-5%	-2%[57.1 µM]	-0.7	3	12%	5%	-1%	-1%
Cc1ccc(S(=O)(=O)NCc2ccncc2)cc1C	-2%	6%	-3%	-1.5	5	0%	-6%	8%	-3%
COc1ccc(N2C3=[N+](CCCC3)CC2(C)O)cc1 (stereo not drawn)	-12%	6%	-1%	-1.4	/	-13%	-2%	7%	-7%
C=CCNC(=S)N/N=C/c1ccc(C)c([N+](=O)[O-])c1	-1%	4%	-8%	-0.2	-4	-5%	-5%	-14%	-7%
O=C(c1ccc(NC(=O)C2(c3ccccc3)CCCC2)cc1)N1CCOCC1	6%	21%	0%	1.6	9	18%	-9%	11%	4%
O=C(CCc1ccccc1)Nc1ccccc1OC(=O)c1ccccc1	-4%	-10%	10%	0.2	-3	-2%	-2%	-1%	-1%
O=C(C1=C[C@H](C2CCCCC2)C[C@H](OCCCCO)O1)N1CCOCC1	10%	6%	2%	-0.2	-4	-6%	-9%	-3%	-1%
O=C(O)Cc1ccc(NC(=O)Nc2cccc3ccccc23)cc1	7%	1%	-9%	-1.2	-5	1%	-4%	1%	0%

Screens from PubChem BioAssay.
